GRP78 ERSR act = induces the endoplasmic reticulum stress response in human glioma cells; U87-MG GRP78 promoter luciferase reporter, 16 h; Potency, µM, without a hit: top-dose activation, actives largely listed as activators; 420,000 compounds, 0.02% hits; AID 602332; note: potency is the fitted concentration of half-maximal effect; series mostly up to about 76 µM; % of control where 0% means no effect; nearly all actives have a fitted effect of over 35% in size
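Stably transfected U87-MG glioma cells carrying a GRP78-based luciferase sensor; 16 h compound incubation. Luminescence end-point read 10 min after Bright-Glo addition at room temperature.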
D1 ag = human D1 receptor agonism; P21728; activation, % at 2 µM; HEK293 T-REx D1 cells, calcium flux, agonist mode; 360,000 compounds, 1% hits; in the data active = activation above about 30%; note: 0% is about no effect
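Tetracycline-induced HEK293 TREx D1 cells, force-coupled to calcium signalling, were dye-loaded with a no-wash calcium kit. Compound was pin-added after a 10 s baseline. Fluorescence was read kinetically at 1 cycle/s for 180 s, with calcium rises flagged as agonism.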
D1 antag = antagonists of human D1 dopamine receptor | AID 504652 | HEK293 TREx D1 cells, calcium flux, dopamine EC80; stronger effect = lower value | 360,000 compounds, 3.2% hits | activity change, negative = inhibition, % at 10 µM | P21728; in the data active = activity change below about -30%; note: % is set by controls: 0 for no effect and ±100 for the full control effect
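Antagonism measured as reduced calcium response to an EC80 dopamine addition following 180 s compound pre-read; cells were inducible HEK293 Trex D1 plated overnight at 30 C, read kinetically at 1 cycle/sec.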
D2 PAM = D2 dopamine receptor (human) potentiation. P14416. HEK293 T-REx D2, calcium flux, EC20 dopamine potentiation. potentiation, % at 10 µM. 340,000 compounds, 0.34% hits. AID 485347;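 active = potentiation over 3 SD above the plate norm, cut at about 30% in these data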; note: 0% is about no effect
Target sequence (P14416 whole entry, looked up): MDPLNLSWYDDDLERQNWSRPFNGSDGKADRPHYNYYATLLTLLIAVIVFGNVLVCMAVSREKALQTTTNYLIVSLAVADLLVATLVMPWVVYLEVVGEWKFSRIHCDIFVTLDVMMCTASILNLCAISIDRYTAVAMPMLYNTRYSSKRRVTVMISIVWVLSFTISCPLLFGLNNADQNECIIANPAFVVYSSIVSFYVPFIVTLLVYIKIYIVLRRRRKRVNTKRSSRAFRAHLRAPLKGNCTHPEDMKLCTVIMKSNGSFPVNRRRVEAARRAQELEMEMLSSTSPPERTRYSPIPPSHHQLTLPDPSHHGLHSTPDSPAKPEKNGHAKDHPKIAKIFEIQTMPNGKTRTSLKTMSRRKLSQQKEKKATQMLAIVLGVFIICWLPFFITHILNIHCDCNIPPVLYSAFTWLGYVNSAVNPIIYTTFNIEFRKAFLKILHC
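Tetracycline-induced HEK293 T-REx cells force-coupled to calcium signalling expressed D2; compounds were pin-added after a 10 s baseline, read kinetically 180 s, then an EC20 dopamine challenge followed with a further 180 s calcium read.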
Vif-A3G inh = inhibitors of Vif-APOBEC3G interaction | Q9HC16 | HeLa A3G-eYFP + Vif (tagged APOBEC3G with the HIV-1 protein that degrades it), YFP fluorescence, overnight | Potency, µM (doses to about 46.1 µM), for inactives: at the top dose activity, negative = active, most hits filed as inhibitors | 410,000 compounds, 0.076% hits | AID 602310;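 note: potency is the fitted concentration of half-maximal effect; % is set by controls: 0 for no effect and ±100 for the full control effect; nearly all actives have a fitted effect of over 60% in size; hits raise eYFP signal because A3G escapes Vif-driven loss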
Target sequence (Q9HC16 whole entry, looked up): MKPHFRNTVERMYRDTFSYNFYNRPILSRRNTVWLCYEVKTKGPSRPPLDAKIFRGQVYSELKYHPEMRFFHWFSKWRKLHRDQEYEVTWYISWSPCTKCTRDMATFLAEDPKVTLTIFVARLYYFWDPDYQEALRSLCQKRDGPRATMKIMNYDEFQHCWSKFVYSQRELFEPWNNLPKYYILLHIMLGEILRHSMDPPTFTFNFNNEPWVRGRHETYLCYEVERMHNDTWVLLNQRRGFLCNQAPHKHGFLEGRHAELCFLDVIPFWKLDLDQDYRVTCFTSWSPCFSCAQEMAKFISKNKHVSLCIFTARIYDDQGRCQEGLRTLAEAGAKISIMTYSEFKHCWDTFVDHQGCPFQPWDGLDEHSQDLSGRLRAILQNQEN
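HeLa cells stably expressing Vif and C-terminally eYFP-tagged A3G, seeded overnight at 37 deg C, then exposed to compound by pintool overnight at 37 deg C. Rise in yellow fluorescence (Ex 488/Em 500-530, Acumen) marks blocked Vif-driven A3G degradation.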
RXFP1 antagonist = antagonists of human relaxin receptor RXFP1 | activity change, negative = inhibition, % at 57.5 µM | 350,000 compounds, 0.59% hits | HEK293-RXFP1, relaxin-stimulated cAMP HTRF, 30 min; stronger effect = lower value;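 active = activity change of -60% or lower, but not beyond a set lower limit; inconclusive = change between -60% and -40%, or beyond the set limit; inactive = change above -40%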; note: % is set by controls: 0 for no effect and ±100 for the full control effect
D1 potentiator = potentiators of human D1 dopamine receptor; 360,000 compounds, 0.036% hits; potentiation, % at 10 µM; HEK293 TREx D1 cells, calcium flux, dopamine EC20 potentiation; P21728; in the data active = potentiation above about 30%; note: 0% is about no effect
Vif-APOBEC3F blk = inhibitors of Vif-A3F interaction. HeLa A3F-eYFP + Vif (tagged APOBEC3F with the HIV-1 protein that degrades it), YFP fluorescence increase. Potency, µM (doses to about 46.1 µM), inactives show at the highest dose activity, negative = active. 390,000 compounds, 0.2% hits. AID 602313; note: potency is the fitted concentration of half-maximal effect; % of control where 0% means no effect; nearly all actives have a fitted effect of over 65% in size
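HeLa cells stably expressing A3F-eYFP plus Vif, plated and incubated overnight at 37 deg C, then exposed to compounds overnight at 37 deg C. Blocked degradation read as raised yellow fluorescence (Ex 488/Em 500-530).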
RXFP1 agonist = agonists of human relaxin receptor RXFP1; Q9HBX9; HEK293T-RXFP1 cAMP TR-FRET, 30 min; response scale: percent of porcine relaxin response, buffer zero; Potency, µM (highest dose often 57.5 µM), for the others: top-dose activation, hits mostly activators; 370,000 compounds, 0.3% hits; AID 2676; note: potency is the fitted concentration of half-maximal effect; % is set by controls: 0 for no effect and ±100 for the full control effect; nearly all actives have a fitted effect of over 60% in size; many of its hits are not listed in these tables
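HEK293 cells stably expressing RXFP1, treated 30 min at 37C with compounds plus PDE4 inhibitor Ro 20174; cAMP measured by HTRF TR-FRET. Normalized to buffer and 29 nM porcine relaxin; EC50 by Hill fit.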
Numbers without * were called inactive; ? = inconclusive; nt = not tested or not shown. Unless noted, calls come from the whole dose curve; as a rule, active = well fitted curve in the direction sought with a large enough effect; inconclusive = small, poorly fitted or top-dose-only effect, or another doubt; inactive = no such curve, though single readings can be large; an effect the other way counts as inactive or inconclusive.

SMILES	GRP78 ERSR act	D1 ag	D1 antag	D2 PAM	Vif-A3G inh	RXFP1 antagonist	D1 potentiator	Vif-APOBEC3F blk	RXFP1 agonist
Cc1ccc(CN2CC(C(=O)N(Cc3nnc(-c4ccccc4Cl)o3)C3CC3)CC2=O)cc1 (stereo not drawn)	-2%	0	-1	9	-1%	2	-1	7%	2.7%
CCOC(=O)c1sc(=NC(=O)c2ccc(OC)c(OC)c2)n(C)c1C	-2%	4	9	7	-3%	-16	-2	1%	20%
CCOC(=O)N1CCN(C(=O)COc2ccc(S(=O)(=O)NCc3ccccc3)cc2)CC1	-4%	2	-8	6	0%	3	-3	-13%	0.2%
N#CCCN(C(=O)Nc1ccc(Cl)cc1)c1ccccc1	-4%	4	-24	3	-6%	-2	-8	-1%	-0.1%
COc1ccc(C(=O)N2CCCC(C(=O)c3ccccc3OC)C2)cc1OC (stereo not drawn)	0%	0	-5	18	-5%	8	2	4%	0.0%
CC(=O)Nc1nonc1-c1ccccc1	-3%	1	-6	0	4%	8	0	1%	0.1%
Cc1cccc(-c2nsc(SCC(=O)c3ccc(Cl)cc3)n2)c1	0%	13	6	nt	-7%	18	2	-2%	-1.7%
CCOc1ccc2c(c1)n(CO)c(=S)n2CO	-2%	-2	3	-3	-2%	-27	-2	4%	-1.0%
O=S(=O)(NCCSc1ccccc1)c1ccc2c(c1)OCCO2	-1%	5	-3	-2	1%	4	-2	4%	2.2%
O=c1cc(O)c2ccccc2n1Cc1ccccc1Cl	-4%	1	-21	2	-15%	-1	-5	-15%	-1.3%
CCOc1ccccc1NC(=O)C1(S(=O)(=O)c2ccc(Cl)cc2)CC1	-4%	11	-5	4	-2%	-24	nt	-3%	1.5%
COc1ccc(Cc2nnc(SC)[nH]c2=O)cc1	-3%	3	3	9	-8%	14	-2	2%	-0.3%

Pulled one by one from the entries so far (3):
SMILES	GRP78 ERSR act	D1 ag	D1 antag	D2 PAM	Vif-A3G inh	RXFP1 antagonist	D1 potentiator	Vif-APOBEC3F blk	RXFP1 agonist
N#CCCN(C(=O)Nc1ccc(Cl)cc1)c1ccccc1	-4%	4	-24	3	-6%	-2	-8	-1%	-0.1%
Cc1ccc(CN2CC(C(=O)N(Cc3nnc(-c4ccccc4Cl)o3)C3CC3)CC2=O)cc1 (stereo not drawn)	-2%	0	-1	9	-1%	2	-1	7%	2.7%
CC(=O)Nc1nonc1-c1ccccc1	-3%	1	-6	0	4%	8	0	1%	0.1%

Continuation.
SMILES	GRP78 ERSR act	D1 ag	D1 antag	D2 PAM	Vif-A3G inh	RXFP1 antagonist	D1 potentiator	Vif-APOBEC3F blk	RXFP1 agonist
COc1ccc(NS(=O)(=O)c2cccc(C(=O)NNC(=O)c3ccc(=O)[nH]c3)c2)cc1	-2%	8	-2	5	1%	5	nt	-21%	1.4%
CCn1c(SCC(=O)Nc2ccc(S(=O)(=O)Nc3onc(C)c3C)cc2)nnc1-c1ccccc1	-1%	1	-3	-3	-1%	5	-3	4%	0.0%
COc1ccc(/C=C/C(=O)OCCCN(C)C)cc1	3%	1	3	-4	-2%	5	-2	-16%	0.2%
COc1cccc(C(=O)CSc2nc3ccccc3n2CC(=O)N(C(C)C)C(C)C)c1	-4%	-1	9	-11	0%	-17	-5	0%	2.9%
O=C(Cn1ncc2c3ccccc3n(Cc3ccccc3)c2c1=O)NC1CCCCCC1	-3%	1	-9	18	-1%	3	-2	-5%	2.9%
c1nnc2c3c4c(sc3ncn12)CCC4	-3%	4	-4	-5	2%	-3	-3	-1%	9.5%
CCOC(=O)COc1ccc2c(c1)C(=O)CC1(CCN(C(C)=O)CC1)O2	-5%	2	-1	-12	1%	-2	-9	1%	3.1%
Cc1ccccc1COc1ccc(-c2nnn(CC(=O)O)n2)cc1	0%	0	3	5	-9%	8	-2	-3%	-0.3%
Cc1ccc(NC(=S)N2CCN(Cc3ccccc3)CC2)c(C)c1	10%	3	9	9	-1%	-21	6	3%	3.8%
Cc1ccc(NC(=O)CSc2ccccc2)cc1S(=O)(=O)N1CCOCC1	0%	-1	0	-5	-1%	-16	7	0%	0.9%
CC(=O)c1c(C)n([O-])c2cc(F)c(F)cc2[n+]1=O	-1%	2	-8	4	?	1	-1	4%	2.4%
O=C(CSc1nnc(-c2ccco2)n1-c1ccccc1)NCc1ccc2c(c1)OCO2	-1%	-2	-2	-6	-2%	1	-5	-7%	0.1%
CC(=O)c1ccccc1C(=O)N1CCCC(CNC(=O)c2ccccc2Cl)C1 (stereo not drawn)	4%	1	3	-1	1%	0	-8	0%	-2.7%
O=C(NC1CCCCC1)C(c1cccs1)N(CC1CCCO1)C(=O)c1csnn1 (stereo not drawn)	-1%	1	4	18	1%	6	10	-1%	-0.4%
COc1ccc(N2Cc3ccccc3C2=NC(=O)c2ccc(C)cc2)cc1OC	1%	0	19	-3	2%	4	-7	8%	0.1%
CCOC(=O)C1CCN(c2cc3c(cc2NC(=O)c2ccccc2Br)n(C)c(=O)n3C)CC1	0%	0	6	4	0%	6	11	-10%	-0.9%
Cc1ccc(Cl)cc1N1CCN(C(=O)C2CCN(S(=O)(=O)Cc3ccccc3)CC2)CC1	0%	5	1	8	1%	-6	-3	-4%	-3.9%
CCOC(=O)c1cc(-c2ccccc2)n(CCCC(=O)Nc2ccc(CC)cc2)c1C	-1%	8	-30	-3	2%	-18	-8	-4%	-0.8%
COc1ccccc1N1CC(O)=C(c2nc3ccccc3c(=O)[nH]2)C1=N	-2%	-3	5	28	?	-4	-10	-5%	0.9%
COCCN(C(=O)COC(=O)c1cc2ccccc2cc1OC)c1c(N)n(Cc2ccccc2)c(=O)[nH]c1=O	-1%	3	-7	-11	-7%	-11	-1	-1%	1.9%
CCn1c(=N)c(C(=O)NCc2cccnc2)cc2c(=O)n3cccc(C)c3nc21	nt	1	-2	12	nt	nt	-3	nt	8.3%
COc1ccc([C@@H]2[C@@H]3C(=O)N(C(C)(C)C)C(=O)[C@@H]3[C@]3(C)C(=O)N(c4ccccc4)C(=O)N23)cc1	-4%	2	10	3	0%	nt	11	12%	0.1%
Cc1c(CNC(=O)C2CC2)c(-n2cccc2)n(Cc2ccccc2)c1C	-2%	14	-5	3	-6%	1	-2	0%	-0.9%
CCOC(=O)c1cc(-c2ccc(OC)cc2)n(CCC(=O)Nc2ccccc2OC)c1C	-2%	3	-22	-4	1%	-17	-1	-1%	-0.9%
N/C(=N\OC(=O)c1cc(Br)ccc1Cl)c1ccccn1	-9%	2	12	-16	-1%	-15	-3	-1%	0.0%
Cn1c(=O)n(C)c2cc(/C=N/NC(=O)c3cc4cc(Br)ccc4o3)ccc21	-3%	1	3	-12	-2%	18	1	-1%	?
O=C(O)CNS(=O)(=O)c1ccc2[nH]c(=O)c(=O)[nH]c2c1	-3%	4	-9	-5	0%	-15	-4	8%	5.3%
CCc1ccccc1NC(=O)c1ccc(NCCc2ccccc2)c([N+](=O)[O-])c1	-6%	6	0	-4	-10%	-8	0	-8%	1.5%
O=c1c2ccccc2ncn1C1CCCCC1	-2%	0	-9	9	0%	18	0	0%	0.5%
N=C(CC1CC(=O)NC(=O)C1)C1=C(O)CCCC1=O	-2%	4	12	-2	1%	8	2	5%	0.5%
Cc1ccc(SCC(=O)Nc2ccc(-c3nc4ccccc4[nH]3)cc2)cc1	4%	7	9	-1	-8%	?	7	-8%	-0.3%
CCOC(=O)c1c(/N=C/C2C(=O)CCCC2=O)sc(C)c1C	0%	0	12	-3	2%	-1	12	-13%	0.2%
Cc1ccc(NC(=O)c2ccccc2)cc1-n1cnnn1	1%	2	-24	3	1%	0	-4	-10%	-2.7%
O=C(NC1(C(F)(F)F)C(=O)Nc2c1c(=O)[nH]c(=O)n2Cc1ccccc1)c1ccc(Cl)cc1 (stereo not drawn)	-3%	0	-13	7	0%	-1	8	6%	-1.1%
COc1cc2c(cc1OC)CN(Cc1ccc(C)cc1)CC2	-2%	-1	-8	-27	-9%	-12	-6	6%	-3.2%
Cc1ccc(NS(=O)(=O)c2cc(NC(=O)c3cc4c(s3)CCCC4)ccc2C)c(C)c1	-3%	6	6	nt	1%	nt	-4	1%	4.2%
COCCCNC(=O)c1ccc(Cn2c(=O)c3ccccc3n(Cc3c(C)cc(C)cc3C)c2=O)cc1	-1%	3	11	8	9%	nt	2	-4%	27%
COC(=O)c1ccccc1NC(=S)N(Cc1ccc2c(c1)OCO2)Cc1cc2ccc(C)cc2[nH]c1=O	0%	5	8	-2	2%	-21	-1	4%	1.3%
Cc1ccccc1-c1cnc2c(c1)C(=O)N([C@H](C)CO)C[C@@H](C)[C@H](CN(C)C(=O)c1ccncc1)O2	-2%	nt	nt	nt	-2%	-3	nt	8%	nt
CCn1c(O)c(C=C2N=c3ccccc3=N2)sc1=S	3%	1	11	4	-2%	-13	-6	9%	-3.7%
CC1Sc2ccc(S(=O)(=O)NCCc3ccccc3)cc2NC1=O (stereo not drawn)	-5%	5	-20	9	6%	-4	0	-4%	-1.3%
O=C(CNC(=O)N1CC(=O)Nc2ccccc21)NCc1ccc(Cl)cc1	-7%	1	-20	1	-3%	-10	-8	2%	-0.2%
Fc1ccc(-c2c[nH]c(=S)n2Cc2ccccc2)cc1	-4%	4	-20	2	2%	-15	-5	-3%	0.2%
Cc1ccccc1-c1nc(Cc2ccc(Cl)cc2)no1	5%	2	10	1	1%	-16	-2	nt	1.5%
Cc1ccccc1CN1CCNC1=O	1%	-3	1	-9	1%	8	-5	0%	-0.5%
COC(=O)c1ccc(CNC(=O)COC(=O)/C=C/c2ccc(O)c(OC)c2)cc1	0%	nt	nt	nt	-1%	-4	nt	4%	nt
O=C(O)c1cccc2c1C(=O)c1ccc(-c3ccc(F)cc3F)cc1S2(=O)=O	-3%	0	14	-5	2%	nt	-1	9%	-0.3%
Cc1ccc(NC(=O)N2CCC(=O)N2)cc1	2%	1	-4	-4	0%	-2	0	0%	-0.2%
N#C/C(C(=O)N1CCOCC1)=C1\Nc2ccccc2S1	1%	0	6	nt	-1%	9	-1	-2%	-1.2%
Cc1ccnc(SCCn2c(N3CCOCC3)nc3c2c(=O)[nH]c(=O)n3C)n1	-8%	nt	nt	nt	1%	0	nt	-2%	nt

Assay outcomes as filed in PubChem.

Only part of the results is shown; the hit share may differ from the screen's.
